PG9 binder – PG9 antibody binding by small molecule. TR-FRET gp120-PG9 antibody binding. inhibition, % at 6.7 µM. 360,000 tested, 0.43% active; in the data active = inhibition above about 8.5%
HTRA1 inhibitor – blocks human HTRA1 serine peptidase. recombinant HTRA1, FP-rhodamine activity-based probe, fluorescence polarization. 340,000 tested, 0.5% active. Q92743. inhibition, % at 5.96 µM; in the data active = inhibition above about 36%;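 also: 0% = enzyme with DMSO and 100% = wells lacking enzyme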
ASAP1 inh – blocks human ASAP1-stimulated Arf1 GTP hydrolysis. inhibition, % at 16.5 µM. Q9ULH1. GDP FP detection. 360,000 tested, 0.19% active; in the data active = inhibition above about 25%;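 also: 0% = vehicle with enzyme and substrate and 100% = no enzyme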
Target sequence (Q9ULH1 325-724 limits assumed): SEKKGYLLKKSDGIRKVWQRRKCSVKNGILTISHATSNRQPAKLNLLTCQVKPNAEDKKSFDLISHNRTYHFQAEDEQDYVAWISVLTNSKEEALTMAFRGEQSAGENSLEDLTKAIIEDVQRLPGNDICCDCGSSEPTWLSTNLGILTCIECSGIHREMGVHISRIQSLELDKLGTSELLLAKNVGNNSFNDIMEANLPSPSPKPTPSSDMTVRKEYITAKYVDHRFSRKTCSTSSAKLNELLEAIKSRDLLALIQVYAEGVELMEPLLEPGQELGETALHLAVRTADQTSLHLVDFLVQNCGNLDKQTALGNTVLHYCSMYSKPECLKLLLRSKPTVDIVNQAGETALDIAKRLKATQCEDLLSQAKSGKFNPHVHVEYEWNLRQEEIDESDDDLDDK
ARFGAP1 inhibitor – rat ARFGAP1 inhibition | Q62848 | inhibition, % at 16.5 µM | 360,000 tested, 0.26% active | Arfgap1-stimulated ARF1 GTP hydrolysis, GDP FP detection;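 active = inhibition above a per-plate limit, mean inhibition of low control wells plus 3 SD, cut at about 25% in these data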;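 also: 0% = DMSO wells with enzyme and 100% = wells lacking Arfgap1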
Target sequence (Q62848 1-136 limits assumed): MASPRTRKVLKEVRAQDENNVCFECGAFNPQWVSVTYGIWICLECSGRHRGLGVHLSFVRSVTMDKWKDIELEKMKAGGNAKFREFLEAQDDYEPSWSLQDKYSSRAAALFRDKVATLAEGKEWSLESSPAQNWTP
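Material: truncated rat Arfgap1 GAP domain; Incubation: compound-enzyme preincubation 20 min, reaction 120 min, detection 60 min, 25 °C; Read-out: percent inhibition of Arfgap1-stimulated GTP hydrolysis; Technique: FP, GDP Alexa 633 tracer displaced from anti-GDP antibody, 620/688 nm; Controls: No-Arfgap1 wells (100%) versus DMSO full-reaction wells (0%); Replication: single well per compound.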
GC-A act – GC-A (human) enzyme activation. P16066. HEK293 GC-A cells, cGMP TR-FRET, EC30 ANP; 0% at EC30 ANP, 100% saturating ANP. activation, % at 10 µM. 370,000 tested, 0.14% active; in the data active = activation above about 40%
mABHD4 FP – inhibits mouse alpha/beta hydrolase domain 4. Q8VD66. purified mABHD4, FP-Rh probe fluorescence polarization. inhibition, % at 8.92 µM. 370,000 tested, 0.54% active. AID 720543;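 active = inhibition exceeding the mean over every tested compound plus 3 SD, cut at about 30% in these data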;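 also: 0% = plate median of compound wells and 100% = S159A mutant with DMSO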
Target sequence (Q8VD66 whole entry, looked up, the tested form may be a part): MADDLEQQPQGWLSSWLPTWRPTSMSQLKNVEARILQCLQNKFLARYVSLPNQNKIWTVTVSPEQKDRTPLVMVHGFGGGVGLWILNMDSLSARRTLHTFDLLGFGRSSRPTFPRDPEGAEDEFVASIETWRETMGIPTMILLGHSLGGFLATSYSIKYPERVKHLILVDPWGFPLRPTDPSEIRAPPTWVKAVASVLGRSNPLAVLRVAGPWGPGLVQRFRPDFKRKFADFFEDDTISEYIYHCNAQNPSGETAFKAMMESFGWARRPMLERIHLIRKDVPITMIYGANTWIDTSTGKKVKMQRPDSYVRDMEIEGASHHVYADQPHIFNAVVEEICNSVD
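Test system: mABHD4 protein; Read-out basis: % inhibition; Incubation: 45 min + 60 min at 25 °C; Repeats: single replicate; Technique: fluorescence polarization with parallel and perpendicular emission, 525/598 nm; Compound: 8.92 µM, single dose; Benchmarks: full inhibition S159A mutant plus DMSO, zero as sample-well median.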
rCAG binder – binds r(CAG) RNA repeats; inhibition, % at 3 µM; r(CAG) RNA repeat, TO-PRO-1 dye displacement fluorescence; 370,000 tested, 1.3% active;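 active = inhibition above the plate cutoff, the mean of all test compounds on that plate plus 3 SD, cut at about 35% in these data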;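 also: 0% = DMSO alone and 100% = 100 µM mitoxantrone as full dye displacement; higher means more dye released from RNA so lower well fluorescence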
SMARCA2 activ – increases SMARCA2 function in MMTV reporter cells | MG213 cells, MMTV-luciferase reporter, dexamethasone, overnight | activation, % at 9.1 µM | 370,000 tested, 1% active; in the data active = activation above about 7.8%;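 also: 0% = vehicle wells and 100% = reference activator wells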
Rev-erbA mod – Rev-erb alpha (human) modulation; activity, % at 10 µM; 370,000 tested, 0.79% active; Rev-erbα–FITC-DNA binding, fluorescence polarization, 90 min; P20393;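 active = activity above about 14%, limit read from the data; passing the limit was not always enough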;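 also: 0% = DMSO wells with 35 nM protein and 100% = DMSO wells with 750 nM protein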
NPR2 activator – GC-B (human) receptor activation; HEK293-GC-B cells, CNP EC30, cGMP TR-FRET; 0% at EC30 CNP, 100% saturating CNP; activation, % at 10 µM; 370,000 tested, 0.11% active; AID 1920062;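 active = activation at 10 µM reaching about 35% in either raw or pattern-adjusted values, limit read from the data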
Numbers without * were called inactive; . = not tested or not shown.

SMILES | PG9 binder | HTRA1 inhibitor | ASAP1 inh | ARFGAP1 inhibitor | GC-A act | mABHD4 FP | rCAG binder | SMARCA2 activ | Rev-erbA mod | NPR2 activator
COC(=O)c1c(NC(=O)Cc2ccc(OC)c(S(=O)(=O)N3CCOCC3)c2)sc(C)c1C | -3.2 | -14 | 7 | -1 | 3 | -2 | 4 | 1 | 5 | -2
COc1ccccc1OCc1ccc(C(=O)Nc2ccccc2)cc1 | 0.3 | -42 | -1 | -12 | 4 | -1 | 3 | -1 | -3 | 0
Cc1nc(N2CCN(S(=O)(=O)c3ccccc3C#N)CC2)c2c(-c3cccs3)csc2n1 | -0.8 | -18 | 6 | -7 | -10 | 0 | 3 | -2 | 8 | -8
COC(=O)/C=C/c1c(C)[nH]c(=O)[nH]c1=O | -1.0 | 3 | 4 | -13 | -7 | 0 | 0 | -2 | 4 | -1
COc1ccc(CNC(=O)C[C@H]2C[C@H](C(=O)N3CCOCC3)[C@@]3(CCC4CCCC4)c4[nH]c5cc(CCC(=O)N(C)C)ccc5c4CCN3C2=O)cc1OC | -0.9 | -2 | -1 | 22 | 2 | -2 | 4 | -4 | -8 | 2
COc1ccc(-c2nnn(CC(=O)N(CC(=O)NC3CCCC3)c3ccccc3F)n2)cc1OC | -0.3 | -4 | -4 | -3 | 1 | 0 | -7 | -1 | -2 | -4
OC(CN1CCN(Cc2ccccc2)CC1)c1ccc(F)cc1 (stereo unspecified) | 0.4 | 6 | -9 | -3 | 3 | 4 | -3 | 2 | -4 | 2
Cc1cc(C(=O)NCc2cccs2)c(C)o1 | -3.6 | -3 | 9 | -14 | -5 | 3 | 11 | -2 | -6 | 0
COC(=O)c1nc(NNC(=O)c2ccccc2)sc1-c1ccccc1 | -0.8 | 9 | 3 | -7 | 1 | -3 | 12 | -4 | 4 | 4
CCN(C(=O)COC(=O)CCC1CCCC1)c1c(N)n(Cc2ccccc2)c(=O)[nH]c1=O | 1.3 | 8 | 6 | 5 | 6 | 7 | 1 | -1 | 4 | -7
O=C(c1ccc(Cl)c(S(=O)(=O)N2CCCCCC2)c1)N1CCCC1 | -3.1 | -1 | -3 | -4 | 4 | -9 | -3 | 1 | -2 | 3
CCOc1ccc(S(=O)(=O)N2CCC(C(=O)NCC3CCCO3)CC2)cc1C (stereo unspecified) | 0.5 | -5 | -6 | -1 | -3 | -3 | 1 | 1 | -7 | 1
Cc1cc(NC(=O)CSc2nnc(C)c(=O)[nH]2)no1 | 0.1 | -3 | -6 | -10 | -4 | 2 | 1 | 1 | -1 | -3
Cc1cc(/C=N/NC(=O)c2ccc(O)cc2)c(C)n1C1CC1 | -2.4 | 13 | -3 | 9 | 1 | 1 | 6 | 0 | 0 | 1
COc1ccc(CCNC/C=C/c2ccccc2)cc1 | -1.3 | 4 | 8 | -6 | 2 | 5 | 5 | -1 | 2 | 0

The list goes on; it opens with the 6 that closed the last part.
SMILES | PG9 binder | HTRA1 inhibitor | ASAP1 inh | ARFGAP1 inhibitor | GC-A act | mABHD4 FP | rCAG binder | SMARCA2 activ | Rev-erbA mod | NPR2 activator
CCN(C(=O)COC(=O)CCC1CCCC1)c1c(N)n(Cc2ccccc2)c(=O)[nH]c1=O | 1.3 | 8 | 6 | 5 | 6 | 7 | 1 | -1 | 4 | -7
O=C(c1ccc(Cl)c(S(=O)(=O)N2CCCCCC2)c1)N1CCCC1 | -3.1 | -1 | -3 | -4 | 4 | -9 | -3 | 1 | -2 | 3
CCOc1ccc(S(=O)(=O)N2CCC(C(=O)NCC3CCCO3)CC2)cc1C (stereo unspecified) | 0.5 | -5 | -6 | -1 | -3 | -3 | 1 | 1 | -7 | 1
Cc1cc(NC(=O)CSc2nnc(C)c(=O)[nH]2)no1 | 0.1 | -3 | -6 | -10 | -4 | 2 | 1 | 1 | -1 | -3
Cc1cc(/C=N/NC(=O)c2ccc(O)cc2)c(C)n1C1CC1 | -2.4 | 13 | -3 | 9 | 1 | 1 | 6 | 0 | 0 | 1
COc1ccc(CCNC/C=C/c2ccccc2)cc1 | -1.3 | 4 | 8 | -6 | 2 | 5 | 5 | -1 | 2 | 0
CC(=O)OCC1=C(C(=O)O)N2C(=O)C(NC(=O)CC(C)c3ccccc3)C2SC1 (stereo unspecified) | 2.8 | 4 | 7 | -6 | 0 | 8 | 11 | -3 | 2 | -4
COC(=O)c1cccc(C(=O)Nc2ccc(C)cc2Br)n1 | 0.2 | -8 | 2 | 1 | 1 | -4 | 17 | 4 | 1 | -4
OC(C#CCN1CCCCC1)(c1ccccc1)c1ccccc1 | -0.6 | -11 | 18 | 15 | -14 | -3 | -10 | -3 | -4 | -7
Cc1c(NC(=O)CSc2nc3ccccc3s2)c(=O)n(-c2ccccc2)n1C | -0.5 | -4 | -7 | 4 | 2 | 9 | -2 | 0 | -1 | 1
Cc1ccc(C2=C(O)C(=O)C(c3ccc(C)cc3)=C(O)C2=O)cc1 | -9.5 | 85* | -4 | -9 | 1 | 46* | 20 | 2 | -2 | 1
Brc1ccc(C2=NC(Cc3ccccc3)CO2)cc1 (stereo unspecified) | 0.3 | -7 | 6 | 2 | 0 | 1 | 7 | 3 | 0 | -8
O=C(O)CCc1ccccc1OC(=O)c1ccccc1 | 2.3 | 1 | -20 | -6 | 3 | -9 | -2 | -5 | 0 | 2
CC(C)C[C@H]1COc2c(Cl)cccc2S(=O)(=O)N1Cc1ccc(F)cc1F | 0.7 | . | -18 | 11 | 0 | -6 | 4 | 5 | 2 | 6
CCOC(=O)c1cccc(NC(=O)N[C@@H](C)C(=O)OC)c1 | 1.1 | 6 | -8 | -4 | 1 | 4 | 3 | 0 | -2 | 7
CCN(CC)CCNC(=O)c1ccc(NC(=O)c2cccc(-n3cnnn3)c2)cc1 | -0.7 | 0 | -3 | 2 | 2 | -4 | 0 | -1 | -5 | 5
Cc1ccccc1CN1CCN(C(=O)CC(C)C)CC1 | 2.9 | 5 | -5 | -4 | -5 | 9 | -5 | -1 | 4 | 0
CCOC(=O)C1CCN(C(c2ccc(OC)c(OC)c2)c2sc3nc(C)nn3c2O)CC1 (stereo unspecified) | -0.1 | 7 | 4 | 2 | 0 | -6 | -2 | 0 | -1 | 4
C[C@@H](C(=O)OCC(=O)NCCc1ccc(S(N)(=O)=O)cc1)N1C(=O)C2CCCCC2C1=O (stereo partly specified) | -1.4 | -8 | 8 | 0 | -1 | -1 | 1 | 1 | -2 | -1
CN1CCN(CCCNC(=O)c2ccc(/C=C3\Sc4ccccc4N(Cc4ccc(F)cc4)C3=O)cc2)CC1 | 1.3 | -17 | 9 | 2 | 2 | -1 | 0 | 4 | 0 | 2
CC1CCCCC12NC(=O)N(CC(=O)Nc1ccc(Cl)c(S(=O)(=O)N3CCOCC3)c1)C2=O (stereo unspecified) | 1.1 | -6 | -8 | -4 | -5 | 3 | 4 | 3 | 3 | 2
Cc1nn(C(C)C(=O)N2CCOCC2)c(C)c1[N+](=O)[O-] (stereo unspecified) | -0.6 | 4 | 9 | 5 | -6 | -4 | 1 | 3 | 2 | 2
CCOC(=O)C1=CCN(S(=O)(=O)c2ccccc2F)C1c1ccc(Br)cc1 (stereo unspecified) | -0.3 | . | -11 | 10 | -13 | -13 | -2 | -3 | 4 | -6
O=C(c1ccc2nccnc2c1)N1CCN(c2ccccc2)CC1 | -2.2 | 6 | 4 | -1 | 0 | -8 | -1 | -1 | -6 | 4
CCOC(=O)c1ccc(N(CC(=O)NCC2CCCO2)C(=O)CCC(=O)Nc2cc(C)on2)cc1 (stereo unspecified) | 0.2 | 1 | -11 | 1 | 5 | -3 | -6 | -1 | -7 | -8
CCOC(CNC(=O)CN1C(=O)COc2ccc(S(=O)(=O)N3CCOCC3)cc21)OCC | 0.0 | 3 | 13 | -3 | 2 | -11 | 0 | -6 | -3 | -1
Cc1[nH]c2ccccc2c1CCN(Cc1cccnc1)C(=S)NC(C)(C)C | -1.3 | 2 | 16 | -7 | -4 | 3 | -2 | -1 | -1 | -3
COCCNc1nc(NCc2ccccc2OC)c2sccc2n1 | -0.7 | . | -8 | -1 | 1 | -1 | 1 | -3 | 3 | -3
COC(=O)c1ccc(C2c3c(oc4ccc(F)cc4c3=O)C(=O)N2CCO)cc1 (stereo unspecified) | -2.1 | 0 | -1 | 0 | -4 | 1 | -3 | 1 | -3 | 0
COC(=O)c1ccc(COc2ccccc2/C=C(\C#N)C(=O)NC(C)C)cc1 | -1.4 | -9 | 1 | 7 | 1 | -3 | -1 | -1 | 3 | 0
COC(=O)c1sc(NC(=S)NC(=O)c2ccccc2F)nc1C | 2.5 | 2 | 3 | 3 | -2 | -1 | 1 | 8 | 43* | -4
COc1ccc(S(=O)(=O)N2CCCC2)cc1Br | -2.6 | 1 | 2 | 1 | 4 | 4 | -4 | 1 | -1 | 7
OC(c1ccccc1)c1nc(-c2ccc3c(c2)OCO3)cs1 (stereo unspecified) | -0.1 | . | -7 | 5 | 2 | -7 | 3 | 6 | 6 | -4
CCC(=O)Nc1c2c(nn1-c1ccc(C)cc1C)CSC2 | 0.5 | 2 | 17 | 3 | 3 | 8 | -2 | -2 | 3 | -1
CCOc1ccccc1NC(=O)CN(Cc1ccccc1)S(C)(=O)=O | 1.4 | 0 | -8 | 1 | -5 | -2 | -6 | -1 | 0 | -5
O=C(NCC1CCC(C(=O)O)CC1)c1cccnc1 (stereo unspecified) | -3.3 | -4 | -10 | 2 | 6 | -2 | 3 | -2 | -1 | 2
COc1ccc(C2/C(=C(/O)c3ccc(S(=O)(=O)N4CCOCC4)cc3)C(=O)C(=O)N2CCN2CCOCC2)cc1 (stereo unspecified) | -0.1 | -2 | 5 | 1 | 2 | 9 | 9 | -1 | -1 | 6
O=C(CCS(=O)(=O)c1ccc(Br)s1)NCc1ccc2c(c1)OCO2 | . | 2 | . | . | 1 | . | . | . | 0 | -3
COc1cccc(CC(=O)Nc2ccc(S(=O)(=O)Nc3nc(C)cc(C)n3)cc2)c1 | -0.1 | 6 | 4 | 5 | 5 | -2 | 6 | -2 | 0 | 5
Cc1noc(C)c1C(=O)Nc1ccccc1N1CCCC1 | -0.9 | 3 | 4 | 13 | 1 | -2 | 3 | 0 | -6 | -8
CC(CC(=O)Nc1nnc(CC(C)(C)C)s1)c1ccccc1 (stereo unspecified) | 2.8 | -9 | -4 | -2 | 3 | 0 | 3 | -3 | -8 | 9
O=C(c1cc2cc(F)ccc2[nH]1)N1CCC(Cc2ccccc2)CC1 | 1.8 | -32 | -7 | 2 | 10 | 8 | 2 | -1 | 4 | 7
Cn1nc(C(=O)Nc2nc3ccc(S(C)(=O)=O)cc3s2)ccc1=O | -1.9 | 5 | -21 | -4 | 1 | -2 | -1 | 2 | -2 | 1
N#CCC(=O)Nc1ccc(C(=O)NNC(=S)NC2CC2)cc1 | -1.0 | 2 | -9 | -11 | 1 | 1 | -1 | -5 | 5 | -1
CN1CCN(S(=O)(=O)c2cccc(C(=O)Oc3cccc(C#N)c3)c2)CC1 | -0.7 | -2 | -3 | 8 | -27 | 1 | -1 | 0 | -2 | -15

Assay outcomes as filed in PubChem.

Not a hit list. About 4.4% of those tested had a hit in this group.
